# High-throughput results: PubChem BioAssay, Sanford-Burnham Center for Chemical Genomics
# HIV fusion peptide: inhibitors of HIV fusion peptide binding, primary screen, biochemical, uHTS, fluorescence dequenching (AID 1986); cell-free peptide binding, fluorescence dequenching, 30 min; higher % means a stronger effect; inhibition, % at 20 µM, or IC50 in µM where a hit was titrated; 0.3% of 290,000 active; in the data active = inhibition mostly above about 52%, no sharp cut-off; inactive = mostly below about 76%; note: some results filed as inactive read as strong as hits
# AID2073: disruptors of CaV2.2 binding to Mint1 – biochemical, HTRF (AID 2073). HTRF protein-protein interaction, Mint1-CaV2.2; higher % means a stronger effect. inhibition, % at 20 µM, or IC50 in µM where a hit was titrated. 0.19% of 290,000 active; in the data active = inhibition mostly above about 51%, no sharp cut-off; inconclusive = no clear call, values can overlap the other calls; inactive = mostly below about 53%; note: some results filed as inactive read as strong as hits
# * hit, by the source's call; ? = inconclusive. Some of the compounds tested (hit frequency here may not be typical).
# The line under a structure holds: AID2073	HIV fusion peptide
1: O=C(Nc1ccncc1)Nc1cc(Cl)ccc1Cl
  11.4%	0.5%
2: NC(=O)CC(NC(=O)Cc1ccc(Cl)cc1)c1ccc(N2CCN(c3ccccn3)CC2)c([N+](=O)[O-])c1 (centres undefined)
  -0.2%	1.8%
3: CN(Cc1nc2ccc(F)cc2[nH]1)C(=O)C1CCC(=O)N(C2CC2)C1 (centres undefined)
  6.5%	-0.3%
4: CCCNC(=O)c1ccc2c(c1)S(=O)(=O)c1ccccc1C2=O
  -0.4%	0.9%
5: CC1CCCN(CCCNC(=O)c2nn(C)c3c2CSc2ccccc2-3)C1 (centres undefined)
  -1.0%	-0.8%
6: Cc1ccc(S(=O)(=O)NCC(=O)N(CC(=O)NCc2ccco2)Cc2ccccc2)cc1
  3.3%	3.0%
7: Cc1ccc(-c2nc(CS(=O)CC(=O)N3CCN(c4ccccc4)CC3)c(C)o2)cc1 (centres undefined)
  18.5%	-2.4%
8: Fc1ccc(OCc2nnc(-c3ccccc3Br)o2)c(Cl)c1
  -0.1%	-1.1%
9: O=C(O)c1ccccc1N=Nc1c(O)[nH]c2ccc([N+](=O)[O-])cc12
  21.0%	23.3µM*
10: Cc1cccc(NC(=O)CSc2nc3ccccc3nc2N2CCCC2)c1
  2.0%	1.5%
11: COc1ccc(CN2CCC(Oc3ccc(C(=O)NCc4ccccn4)cc3)CC2)c(F)c1
  6.3%	1.8%
12: Cc1nc2sccn2c(=O)c1S(=O)(=O)NCC1CCN(Cc2ccccc2Cl)CC1
  7.8%	0.0%
13: COc1ccc(CN2CCC(Cc3ccccc3)CC2)cc1OC
  -1.5%	1.7%
14: O=C(N/C(=C\c1ccccc1)C(=O)N1CCOCC1)c1ccccc1Cl
  8.2%	0.2%
15: COc1ccc(N2CCN(CC(=O)N3c4ccccc4CC3C)CC2)cc1 (centres undefined)
  3.7%	1.7%
16: O=C(NCC(=O)N1CCOCC1)c1ccc(Cl)cc1
  9.2%	-0.5%
17: COc1cc(NC(=O)c2cc([N+](=O)[O-])ccc2N2CCOCC2)ccc1NC(=O)c1ccco1
  -5.2%	-1.2%
18: Cc1ccc2oc(=O)c3cc(C(=O)NCCCN4C(C)CCCC4C)sc3c2c1 (centres undefined)
  14.0%	0.1%
19: Cc1cccc[n+]1CC(=O)Nc1ccc([N+](=O)[O-])cc1
  -4.0%	-1.2%
20: CN(C(=O)CN1CCC(NC(=O)c2ccccc2Br)CC1)C1CCCCC1
  -3.4%	-0.3%
21: Cn1c(=O)oc2cc(S(=O)(=O)N3CCC(C(=O)NCc4ccccc4Cl)CC3)ccc21
  17.0%	-1.1%
22: COCC(=O)Nc1cccc(-c2ccc3nncn3n2)c1
  5.0%	-1.2%
23: Cc1ccc2nsnc2c1S(=O)(=O)N1CCN(C)CC1
  -0.5%	-0.9%
24: O=C(NCc1ccc(F)cc1)C1CCCN1C(=O)Nc1ccc(F)cc1 (centres undefined)
  11.7%	0.4%
25: COc1ccc(CCNc2c(C=O)c(=O)[nH]c3ccccc23)cc1OC
  10.9%	-0.4%
26: NNS(=O)(=O)c1ccc2c(c1)Cc1cc(S(=O)(=O)NN)ccc1-2
  -5.2%	3.5%
27: COc1ccc2cc(OCC(=O)NNC(=O)Nc3ccc(C(C)=O)cc3)ccc2c1
  57.9%	8.5%
28: Cc1ccc(NC(=O)c2cc(S(=O)(=O)N3CCCCC3)c[nH]2)cc1F
  6.3%	0.9%
29: COc1ccccc1Oc1ccc(N2CC(C(=O)OCC(=O)c3ccc(F)cc3)CC2=O)cc1 (centres undefined)
  -4.6%	1.1%
30: O=C(CSc1nccn1Cc1ccco1)Nc1ccc(F)cc1
  6.0%	-2.2%
31: COc1ccc(C(=O)N=C2SC3CS(=O)(=O)CC3N2Cc2ccc(F)cc2)cc1 (centres undefined)
  6.5%	0.8%
32: CS(=O)(=O)c1ccc(Cl)c(NC(=O)COC(=O)c2cccc(S(=O)(=O)N3CCCCC3)c2)c1
  0.1%	0.5%
33: O=C(CN1CCN(C(=O)c2ccco2)CC1)Nc1ccc(F)cc1F
  4.5%	-0.5%
34: CCC(C)(C)C(=O)Nc1nnc(CCc2ccccc2)s1
  -4.5%	2.4%
35: CCOc1ccccc1N(C)C(=O)c1ccc2c(=O)n3c(nc2c1)CCCCC3
  7.7%	0.4%
36: Cc1cc(C)cc(-n2ncc3c2CCCC3NC(=O)CN2CCCCC2=O)c1 (centres undefined)
  3.1%	2.1%
37: O=C(O)c1ccc2c(c1)c1c3n2CCNC3CCC1 (centres undefined)
  6.4%	0.8%
38: Cc1sc(NC(=O)CN(C(=O)c2ccccc2F)C2CCCC2)c(C(N)=O)c1C
  11.3%	1.3%
39: COc1cccc(NC(=O)Nc2ccc3nc(C)c(C)nc3c2)c1
  11.8%	3.6%
40: CN(Cc1ccccc1F)C(=O)c1ccccc1Sc1ccccc1C#N
  -14.5%	0.0%
41: COc1ccc(-n2nc(C(N)=O)nc2-c2ccccc2)cc1
  9.4%	-0.5%
42: Cc1ccc(NC(=O)c2cncc(Br)c2)nc1
  46.6%	0.5%
43: Cc1ccc(C)c(CN2CCC(CNC(=O)Nc3cccc(Cl)c3C)CC2)c1
  22.0%	0.4%
44: Cc1c(C(=O)Nc2cccnc2)oc2ccc(Br)cc12
  8.9%	1.6%
45: Nc1ccc(-c2nnn(Cc3ccccc3F)n2)cc1
  14.1%	0.0%
46: O=C(c1ccoc1)N1CCCC(CO)(CCCc2ccccc2)C1 (centres undefined)
  5.7%	-0.1%
47: O=C(NCc1ccccc1Cl)C1CCN(S(=O)(=O)c2cccc3nonc23)CC1
  5.4%	5.3%
48: Cc1cccc(N2C(=O)c3ccc(Br)cc3C2=O)n1
  8.0%	0.6%
49: O=C(NC1CCN(S(=O)(=O)c2ccc(F)cc2)CC1)c1cccc(F)c1
  -3.8%	1.7%
50: CCN(CC)S(=O)(=O)c1ccc(NC(=S)Nc2ccccc2)cc1
  -19.1%	-0.9%
51: O=C(c1cc(-c2cccc(Cl)c2)nc2ccccc12)N1CCN(c2ccccn2)CC1
  9.2%	1.1%
52: CCOc1ccc(NC(=O)CN2CCN(Cc3c(F)cccc3F)CC2)cc1
  12.3%	-0.4%
53: OCC[C@@H]1C[C@H](O)[C@@H](O)[C@]2(OCCc3ccccc32)O1
  9.0%	1.0%
54: CCn1c(=O)c(C(=O)Nc2ccccc2F)c(O)c2ccccc21
  7.3%	-1.5%
55: CCOc1ccc(C(=O)Cc2cc3cccc(OC)c3oc2=O)cc1
  8.3%	1.0%
56: COc1cc(CN2CCCN(C)CC2)c([N+](=O)[O-])cc1OC
  -30.6%	1.4%
57: Cc1cc(OC(C)C(=O)N2CCN(c3ccccc3)CC2)c2c(C)c(C)c(=O)oc2c1 (centres undefined)
  14.4%	0.9%
58: Cc1cccc(NC(=O)CSc2ccc(-c3cccnc3)nn2)c1
  6.2%	2.0%
59: CCOc1ccc(NC(=S)N2CCN(S(=O)(=O)c3ccc(OC)cc3)CC2)cc1
  -14.2%	-1.2%
60: COCC1CCCN(C(=O)c2cc(COc3ccc(C(C)=O)cc3)on2)C1 (centres undefined)
  1.1%	2.2%

# In the list so far, two contain a thiophene ring, fused or not:
# The line under a structure holds: AID2073	HIV fusion peptide
18: Cc1ccc2oc(=O)c3cc(C(=O)NCCCN4C(C)CCCC4C)sc3c2c1 (centres undefined)
  14.0%	0.1%
38: Cc1sc(NC(=O)CN(C(=O)c2ccccc2F)C2CCCC2)c(C(N)=O)c1C
  11.3%	1.3%

# Other records follow:
# The line under a structure holds: AID2073	HIV fusion peptide
61: Cc1cc(/C=C2\SC(=O)N(C)C2=O)c(C)n1-c1ccc(S(N)(=O)=O)cc1
  3.3%	0.1%
62: COc1ccc(C(=O)Nc2ccc(-c3n[nH]c(=S)o3)cc2)cc1OC
  20.3%	0.5%
63: Cc1cc(C)n2nc(CNS(=O)(=O)c3cccc([N+](=O)[O-])c3)nc2n1
  -7.5%	-0.7%
64: CC(=O)NC12CC3CC(C1)CC(C(=O)Nc1nc4ccc(F)cc4s1)(C3)C2
  -16.2%	-0.6%
65: O=C(Nc1ccc(C(=O)N2CCCCC2)cc1)c1ccccc1Cl
  5.4%	0.9%
66: Cc1cccc(C)c1N1CCN(C(=O)c2ccc3c(c2)OCO3)CC1
  6.5%	-0.7%
67: COc1cc(C(=O)ONC(=O)c2ccc(OC(F)F)cc2)cc(OC)c1OC
  19.1%	9.5%
68: Nc1ccc(C(=O)N/N=C/c2cn(Cc3cccc(F)c3)c3ccccc23)cc1
  10.1%	12.8%
69: Cc1cc(C)c[n+](CC(=O)c2ccc(C)c([N+](=O)[O-])c2)c1
  13.5%	-0.2%
70: Cc1cc(C)n(-c2nc3ccccc3nc2N2CCN(S(=O)(=O)c3cccc(C#N)c3)CC2)n1
  1.2%	1.1%
71: Cn1ccsc1=NC(=O)c1ccc(OC(F)(F)F)cc1
  10.5%	1.3%
72: COc1ccccc1NC(=O)c1ccccc1Nc1ccccc1
  -0.6%	-0.7%
73: COc1cc(OC)c2cc(C(=O)N[C@H](C(=O)N3CCC[C@H]3C(=O)O)C(C)C)n(C)c2c1
  9.3%	-0.2%
74: C/C(=N/NC(=O)c1ccc(C)s1)c1cccnc1
  7.5%	-2.2%
75: O=C(Oc1ccccc1)N1CCCC1
  -6.4%	0.8%
76: COc1ccc(N2C(=O)Cc3ccccc3C2=O)cc1
  15.9%	-0.1%
77: CCS(=O)(=O)Nc1cccc(-c2cn3c(n2)SCC3)c1
  -3.5%	-0.3%
78: O=C(CSc1ccc([N+](=O)[O-])cc1)NNC(=O)c1ccccc1F
  5.8%	-0.7%
79: S=C(Nc1ccccc1)N1CCC(Cc2ccccc2)CC1
  -0.1%	1.3%
80: Cc1cc(C(=O)Nc2ccncc2)c2ccccc2n1
  3.3%	0.2%
81: CCOC(=O)c1c(NC(=O)C2CCCCC2)sc2c1CCN(CC)C2
  6.0%	0.8%
82: Cc1cc(C)cc(NC(=O)CSc2n[nH]c(-c3cccnc3)n2)c1
  -6.2%	-2.0%
83: CCc1c(C(=O)N/N=C/c2ccco2)nnn1-c1nonc1N
  1.1%	-0.6%
84: Cc1cccc(NC(=O)CN2C(=O)/C(=C3\SC(=S)N(CC4CCCO4)C3=O)c3ccccc32)c1 (centres undefined)
  19.7%	-1.9%
85: COc1cc(NC(=O)C/C(C)=N/NC(=O)c2ccccn2)c(OC)cc1Cl
  -2.5%	-0.9%
86: COC(=O)C(NC(=O)CN1C(=O)c2ccccc2C1=O)c1ccc(O)c(OC)c1 (centres undefined)
  -1.4%	-1.0%
87: COc1ccc(-n2nc3c(c2NC(=O)CC(C)C)CS(=O)C3)cc1 (centres undefined)
  2.8%	0.5%
88: COc1cccc(CNC(=O)c2ccc(C3SCCS3)cc2)c1
  2.1%	0.7%
89: O=C(Nc1ccc(NC(=O)C2CCCCC2)nc1)c1cccc(F)c1
  7.4%	0.4%
90: Cc1cccc(N2CC(C(=O)Nc3ccc4c(c3)OCCO4)CC2=O)c1C (centres undefined)
  -7.4%	0.2%
91: O=C(Nc1cccc(O)c1)c1ccc2c(c1)C(=O)N(Cc1ccco1)C2=O
  5.5%	1.2%
92: CN(CC(=O)NCc1cccs1)CC(=O)Nc1ccc(F)c(F)c1F
  0.3%	0.8%
93: CC(=O)N(CCc1ccccc1C)Cc1cc2ccc(C)cc2[nH]c1=O
  3.7%	1.2%
94: Cc1cc(=O)oc2c3c(cc(OCC(=O)NCCC(=O)N[C@@H](C)C(=O)O)c12)OC(C)(C)CC3
  30.1%	-0.4%
95: CCCC1(c2ccccc2)NC(=O)N(CC(=O)NCc2ccc(OC)cc2)C1=O (centres undefined)
  15.1%	1.4%
96: Cc1cc(C)cc(N(CC(=O)NC2CCCC2)C(=O)CNC(=O)c2cccs2)c1
  9.1%	-0.5%
97: CCOC(=O)C1CCN(C(=O)c2cccc(NC3=NC4CS(=O)(=O)CC4S3)c2)CC1 (centres undefined)
  11.4%	-0.6%
98: Cc1ccc(OCC(=O)N(Cc2cccc(Cl)c2)C2CCS(=O)(=O)C2)cc1C (centres undefined)
  9.1%	-1.5%
99: Cn1c(=O)c2c(SCC(=O)N3CCOCC3)nc(-c3ccccc3F)nc2n(C)c1=O
  10.1%	0.3%
100: COc1ccc(C)cc1NC(=O)c1ccc2c(=O)n3c(nc2c1)CCCCC3
  -1.2%	0.3%
101: COc1cc(C(=O)NC(c2ccccc2)c2ccccc2)cc(OC)c1OC
  7.9%	4.6%
102: COC1CCCN(C(=O)c2ccc3oc(Cc4ccc(Cl)cc4)nc3c2)C1 (centres undefined)
  0.2%	0.7%
103: COc1ccccc1CC(=O)NCCc1ccccc1
  7.0%	-0.1%
104: COC(=O)Cc1c(C)c2ccc(OCC(=O)N3CCC(C)CC3)c(C)c2oc1=O
  15.6%	1.0%
105: O=C(CNC(=O)c1ccc(Br)o1)NCc1ccccc1Cl
  -0.1%	-0.3%
106: CN(C)c1cc[n+](CC(=O)Nc2cccc([N+](=O)[O-])c2)cc1
  ?	1.4%
107: Cc1ccc(NC(=O)c2ccc3[nH]c(=O)c(=O)[nH]c3c2)nc1
  14.5%	0.4%
108: O=c1c(NCCc2ccc(Cl)cc2)c(-c2ccccc2)c1=O
  22.5%	0.3%
109: CCN(CC)c1ccc(/C=N/N2CCN(c3ccccc3OC)CC2)cc1
  -11.2%	0.2%
110: CCCn1c2ccccc2c2cnn(CC(=O)NC3CCN(Cc4ccccc4)CC3)c(=O)c21
  0.8%	-0.3%
111: Cn1c(SCc2cccc(Br)c2)nnc1-c1ccncc1
  4.5%	-0.8%
112: COc1cc(C(C2C(=O)CC(C)(C)CC2=O)C2C(=O)CC(C)(C)CC2=O)ccc1O
  29.4%	1.3%
113: O=C(O)CCNC(=O)/C(=C\c1ccco1)NC(=O)c1ccco1
  12.4%	14.2%
114: Cc1cc2ccccn2c1C(=O)c1cccc(F)c1
  8.7%	0.0%
115: CC(=O)Nc1ccc(S(=O)(=O)NCCc2cc3ccc(C)c(C)c3[nH]c2=O)cc1
  14.4%	1.1%
